High-throughput results from PubChem.
GalR3 antagonist = blocks the human galanin receptor 3. 0.44% of 360,000 active. inhibition, % at 3 µM. AID 651719. O60755. HEK293 GalR3-CNG cAMP membrane potential fluorescence; galR3 body fused to GalR1 C-terminus;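 active means inhibition above the screen-wide average plus 3 SD, cut at about 13% in these data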;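 further: forskolin and galanin both at EC90 stimulate the cells; cAMP rise reported by CNG channel membrane potential dye signal; 0% = forskolin plus galanin with DMSO and 100% = forskolin alone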
* marks the source's active call; other numbers are inactive results.

SMILES | GalR3 antagonist
Cc1cn([C@H]2C[C@H](O)[C@@H](CCC(=O)NCCN3CCCCC3)O2)c(=O)[nH]c1=O | -5.7
O=C(Cc1cccc(NC(=O)C2CCN(S(=O)(=O)c3cccc([N+](=O)[O-])c3)CC2)c1)Nc1cccc(C(=O)N2CCOCC2)c1 | -5.1
Cc1cc(C)cc(OCC(=O)N(C)CC(=O)Nc2ccc(N3CCOCC3)cc2)c1 | -1.6
CC(=O)Nc1cccc(-c2ccnc3c2CC(C(=O)NCc2cccnc2)O3)c1 (stereo not drawn) | -0.9
CC(C)CC(N)c1csc(Nc2cnccn2)n1 (stereo not drawn) | -7.6
COc1cccc(CNc2nc(NCc3cccs3)nc3ccsc23)c1 | -5.6
COc1ccccc1N1CCN(C(=O)CC(NC(=O)c2ccccc2Cl)c2ccccc2)CC1 (stereo not drawn) | -3.6
O=C(NCc1ccncc1)[C@@H]1CCCN1C(=O)[C@@H]1CCCN1C(=O)c1cccc2ccccc12 | 2.3
CCNC(=O)c1cccc(NC(=O)CN2C(=O)NC3(CCCCC3)C2=O)c1 | -4.0
CC(=O)Nc1ccc(S(=O)(=O)NC(C)C(=O)NCC(c2ccco2)N(C)C)cc1 (stereo not drawn) | 1.7
CC(C(=O)N1CCCCC1)N(C)CC(=O)Nc1ccc(F)c(F)c1F (stereo not drawn) | 1.3
O=C(C[C@H]1CC[C@@H]2[C@H](COC[C@@H](O)CN2Cc2cccc(F)c2)O1)NCC1CCCCC1 | -5.2
O=C(COc1ccc(S(=O)(=O)N2CCOCC2)cc1)NCCc1ccc(Cl)cc1 | -4.8
Cc1ccc(C(=O)OCC(=O)Nc2cccc(Br)c2)s1 | -6.6
c1cc(-c2cnc3cccnn23)c2cccnc2c1 | -1.0
CCCNC(=O)C1(C)CCN(Cc2csc3ccccc23)C1 (stereo not drawn) | -7.3
CCc1c(-c2ccc(F)cc2)ncn1CCc1ccccc1OC | -3.6
O=C(CCNC(=O)c1ccc([N+](=O)[O-])cc1)Nc1cc(C(F)(F)F)ccc1N1CCOCC1 | -6.1
COCCCNC(=O)c1cccc2c(-c3ccc(OC)cc3C)coc12 | -7.7
Cc1ccc(-c2noc(CC(=O)c3ccc([N+](=O)[O-])cc3)n2)cc1 | -6.7
C[C@H]1CN([C@@H](C)CO)C(=O)c2cc(Br)cnc2O[C@H]1CN(C)C(=O)C1CC1 | -5.9
CCC1(C)COC(c2ccc(OC)c(OC)c2)OC1 (stereo not drawn) | -4.0
COc1ccc2[nH]c3c(c2c1)CCN1C(=O)C(CC(=O)NCCCn2ccnc2)C[C@H](C(=O)N2CCCCC2)[C@@]31CCc1ccccc1 (stereo partly drawn) | -8.5
Cc1ccc(C)c(C(O)c2ncc(-c3ccccc3Cl)[nH]2)c1 (stereo not drawn) | -5.0
CC(=NOC(=O)c1ccc(Cl)cc1)c1nccs1 | -2.1
CCOC(=O)[C@]12CCCC=C1N(Cc1ccc(Cl)cc1Cl)C(=O)[C@H](CC(=O)NCCC(C)C)C2 | -6.2
Cc1c(N=O)c(-c2ccccc2)n(O)[n+]1[O-] | 1.6
CCOc1ccc(CCN2C(=O)C(=O)N([C@@H](CC(C)C)CN3CCC[C@@H]3CN3C(=O)C(=O)NC[C@@H]3CC(C)C)C[C@@H]2Cc2ccccc2)cc1 | -7.6
O=C(Nc1ccc2c(c1)OCCO2)C1c2ccccc2OCC(=O)N1Cc1ccco1 (stereo not drawn) | -2.2
N#Cc1ccc(Nc2nc(-c3ccccc3)cs2)cc1 | -3.7
CC(=O)NCc1ccc(S(=O)(=O)N2CCN(S(=O)(=O)c3ccc4ccccc4c3)CC2)cc1 | -3.8
COc1cc2c(c(OC)c1OC)-c1ccc(OC)c(=O)cc1C(N)CC2 (stereo not drawn) | -2.6
O=C(c1cccc(S(=O)(=O)NCc2ccccc2)c1)N1CCN(c2ccccc2Cl)CC1 | -1.5
O=C(CN1CCCCC1)Nc1ccc(S(=O)(=O)c2ccc(NC(=O)CN3CCCCC3)cc2)cc1 | -4.0
COc1cc(C2c3cc4c(cc3OC(NCc3ccccc3)C2C)OCO4)cc(OC)c1OC (stereo not drawn) | 1.8
C[C@H]1CN([C@@H](C)CO)C(=O)CCCn2cc(nn2)CO[C@@H]1CN(C)C(=O)Nc1ccccc1 | -6.0
Cc1ccn(CC(=O)N2CCCC(N3CCN(c4cccc(C(F)(F)F)c4)CC3)C2)n1 (stereo not drawn) | -3.3
O=S(=O)(O)C(c1ccccc1)C1(O)CCCCC1 (stereo not drawn) | -4.6
C[C@H]1CN([C@@H](C)CO)S(=O)(=O)c2ccc(Br)cc2O[C@@H]1CN(C)C(=O)c1cccnc1 | -6.0
CCN(CC)C(=O)c1cccc(-c2csc(C(O)(c3ccccc3)C(F)(F)F)n2)c1 (stereo not drawn) | 3.5

Given field by field: part of the list above
O=S(=O)(O)C(c1ccccc1)C1(O)CCCCC1 (stereo not drawn)
- GalR3 antagonist = -4.6
N#Cc1ccc(Nc2nc(-c3ccccc3)cs2)cc1
- GalR3 antagonist = -3.7

More entries
SMILES | GalR3 antagonist
C=CCc1cc(C=Nc2ccc(N3CCOCC3)cc2)cc(OCC)c1O | -9.3
C[C@@H]1CNC(=O)c2c(C(=O)N3CCN(c4ccccc4)CC3)ncn21 | -6.4
COc1ccc(CN2C(=O)C(CC(=O)NCCCCc3ccccc3)CC(C(=O)N3CCCCCC3)=C2C)cc1 (stereo not drawn) | -8.7
CC(Oc1ccccc1)C(=O)Nc1nc(-c2ccccn2)cs1 (stereo not drawn) | -6.0
CNC(=S)NN=C(C)c1ccc(OC)cc1O | -1.9
Cc1ccc(CN(C)C[C@@H]2OCc3cnnn3CCCC(=O)N([C@H](C)CO)C[C@H]2C)cc1 | -0.1
C[C@@H](NC(=O)[C@@H]1CCCN1C(=O)[C@@H]1CCCN1C(=O)c1cccs1)c1ccccc1 | -3.9
CC1=C(C(=O)N2CCCCCC2)CC(CC(=O)NCCN2CCOCC2)C(=O)N1Cc1ccc(F)cc1 (stereo not drawn) | 3.5
CCOC(=O)C1CCCN(C(=O)c2ccc(-c3ccccc3Cl)o2)C1 (stereo not drawn) | -3.5
Nc1nc(SCc2ccccc2)c2ncn(C3CCCCC3)c2n1 | -5.9
CCOC(=O)c1csc(NC(=O)CCS(=O)(=O)c2ccc(Cl)cc2)n1 | -6.0
CCCc1c(-c2ccc(F)cc2F)ncn1Cc1ccccc1OC | -9.7
CC(C)[C@@H]1Cc2[nH]n(C)c(=O)c2[C@H](c2ccc(F)cc2)O1 | -5.3
CCOC1=C2CN(S(=O)(=O)c3ccc(C)cc3)C(c3cccc(Cl)c3)CC2N(S(=O)(=O)c2ccc(Cl)cc2)C(c2ccccc2)C1 (stereo not drawn) | -7.8
CCCNCC(=O)Nc1sc2c(c1C(=O)Nc1c(C)n(C)n(-c3ccccc3)c1=O)CCCC2 | -1.0
CN(C)CCNC(=O)C(=O)NCC1OCCN1S(=O)(=O)c1ccc(F)cc1 (stereo not drawn) | -4.7
CC1(O)CC(C)(C)C(C#N)C(=O)N1 (stereo not drawn) | -0.4
C[C@H](c1ccccc1)N1C[C@H](COCc2ccccc2)Oc2cc(N3CCC[C@@H]3CO)ccc2S1(=O)=O | -4.0
O=C(O)c1c[nH]n2c(=S)ncnc12 | -4.1
CC(C)CC(N)c1csc(Nc2ccc(C(=O)N(C)Cc3ccccc3)cn2)n1 (stereo not drawn) | -7.7

Seven of the entries above in order of the GalR3 antagonist value, highest first.
SMILES | GalR3 antagonist
Cc1ccc(CN(C)C[C@@H]2OCc3cnnn3CCCC(=O)N([C@H](C)CO)C[C@H]2C)cc1 | -0.1
CC1(O)CC(C)(C)C(C#N)C(=O)N1 (stereo not drawn) | -0.4
CCCNCC(=O)Nc1sc2c(c1C(=O)Nc1c(C)n(C)n(-c3ccccc3)c1=O)CCCC2 | -1.0
C[C@@H](NC(=O)[C@@H]1CCCN1C(=O)[C@@H]1CCCN1C(=O)c1cccs1)c1ccccc1 | -3.9
O=C(O)c1c[nH]n2c(=S)ncnc12 | -4.1
CN(C)CCNC(=O)C(=O)NCC1OCCN1S(=O)(=O)c1ccc(F)cc1 (stereo not drawn) | -4.7
CCCc1c(-c2ccc(F)cc2F)ncn1Cc1ccccc1OC | -9.7

Carrying on:
SMILES | GalR3 antagonist
CC(=O)Nc1ccc(S(=O)(=O)N(C)c2ccc(OCC(=O)NCCc3ccccc3F)cc2)cc1 | -4.9
COC(=O)C[C@H]1C=C[C@@H](C(C(=O)OC)C(=O)OC)CN1C(C)=O | -4.9
N#Cc1ccc(C(C(=O)NC2CCCCC2)n2c(=O)c(-c3cc4ccccc4[nH]3)nc3ccccc32)cc1 (stereo not drawn) | -4.5
O=C(c1cccs1)N1CCN(S(=O)(=O)c2cccc(Cl)c2Cl)CC1 | -1.8
CCc1nc2c(OCCOc3ccccc3)cccn2c1N(C)C(=O)c1ccccc1F | -7.9
O=C(CNc1ccccc1N1CCCC1=O)Nc1cc(C(F)(F)F)ccc1-n1cncn1 | -4.4
CC1C(c2ccccc2)OCCN1C(=S)Nc1ccc(S(=O)(=O)N2CCCCC2)cc1 (stereo not drawn) | -4.2
CCOC(=O)C1C(=O)NC(C(=O)OCC)(C(=O)OCC)C1CC (stereo not drawn) | -3.4
COc1cccc(COC(=O)CSCC(=O)Nc2ccc(C)cc2)c1OC | -3.9
Cc1cc(C(=O)CN2C(=O)C(=O)N(C3CCCC3)C2=O)c(C)n1CCc1ccccc1 | -5.2
Cc1cccc(C)c1-n1nnnc1C1c2ccccc2C(=O)N1CCc1ccc(O)cc1 (stereo not drawn) | -3.6
CSc1ncccc1C(=O)N1CCC(C)(C(=O)O)C1 (stereo not drawn) | -7.2
O=C1NC[C@H](Cc2ccc(O)cc2)N(C[C@@H]2CCCN2C[C@H](Cc2ccc(O)cc2)N2C[C@H](Cc3ccccc3)N(CCc3ccccc3)C(=O)C2=O)C1=O | 1.3
C[C@H](CO)N1C[C@H](C)[C@H](CN(C)Cc2ccccc2)Oc2ncc(Br)cc2C1=O | -5.5
COc1ccc(/C=C/C(=O)OCC(=O)NC2CCCCCC2)cc1 | -2.4
Cn1cc(-c2ccc(C(=O)NCc3cccc(Cl)c3)c3occc23)cn1 | -4.6
O=C(Cn1nnc(-c2ccc(Cl)cc2)n1)NC(=O)NC1CCCC1 | -7.4
O=C(Nc1ccc(F)cc1)C(c1cc2ccccc2o1)N1CCN(c2ccncc2)CC1 (stereo not drawn) | -8.7
CCOC(=O)C1=CCN(S(=O)(=O)c2ccccc2F)C1c1cccc(C)c1 (stereo not drawn) | -6.4
CC1=C(C(=O)N2CCCCCC2)CC(CC(=O)NCCCN(C)C)C(=O)N1Cc1ccccc1 (stereo not drawn) | -4.8

Later entries
smiles	GalR3 antagonist
Brc1cccc(-c2nc3ccc(Br)cn3c2Cc2ccsc2)c1	-7.7
CC1=C(C(=O)N2CCOCC2)CC(CC(=O)NC2CCCC2)C(=O)N1Cc1ccc(C(C)(C)C)cc1 (stereo not drawn)	-0.6
Cc1cc(N2O[C@]34C=C[C@]25C[C@@H](O)CC[C@]5(C)C3CC[C@]2(C)[C@@H]([C@H](C)/C=C/[C@H](C)C(C)C)CC[C@H]24)no1 (stereo partly drawn)	-5.0
C[C@@H]1CN([C@@H](C)CO)C(=O)CCCn2cc(nn2)CO[C@H]1CN(C)C(=O)Nc1cccc(F)c1	-4.7
CCOC(=O)c1ccc(NC(=O)c2nc[nH]c2C(=O)N[C@H](C)CO)cc1	-1.9
O=C(NCCCCO)c1c(-c2ccccc2)oc2c1C(OCCCCCO)CCC2 (stereo not drawn)	-1.5
Cc1ccc(Cn2c(C)c(C(=O)NCc3ccccc3C(F)(F)F)sc2=O)cc1	1.8
Cc1cc2c(c(=O)o1)[C@@]1(C(=O)Nc3ccccc31)C1=C(CCCC1=O)O2	-6.3
CCOc1ccc(CCN2C(=O)C(=O)N([C@@H](Cc3ccc(O)cc3)CN3CCC[C@H]3CN3C(=O)C(=O)NC[C@@H]3Cc3ccc(O)cc3)C[C@@H]2Cc2ccc(O)cc2)cc1	-7.1
CC(C)C1C(=O)N(Cc2cn(CC3CCCCC3)nn2)CCS(=O)(=O)N1Cc1ccc(-c2cccc(CO)c2)cc1 (stereo not drawn)	-6.7
Cc1cccc(NC(=O)c2ncn3c2C(=O)NC[C@H]3C)c1	-2.8
CC(=O)OC[C@@H]1CN(Cc2ccccc2)C[C@H](n2cnc3c(N4CCOCC4)ncnc32)O1	-4.4
CN(Cc1ccccc1F)C(=O)C1CCCN(C(=O)c2ccc(Cl)cc2)C1 (stereo not drawn)	-2.8
COc1cccc(OC2(C)CCN(Cc3ccc(-c4ccccn4)cc3)C2)c1 (stereo not drawn)	-7.8
O=C(COC(=O)/C=C/c1cccc(C(F)(F)F)c1)NC(=O)NC1CCCC1	-3.9
CCCCN(C(=O)CSCC(=O)Nc1ccc(OC)cc1)c1c(N)n(CC(C)C)c(=O)[nH]c1=O	1.0
COc1ccc(-c2cc(NC=O)c3ncc(-c4ccc(C(C)=O)cc4)n3c2)cc1OC	4.0
COc1ccccc1-c1csc(C(NC(C)=O)c2ccccc2)n1 (stereo not drawn)	-3.5
Cc1ccc([C@H]2N[C@]3(CCCN(Cc4ccccc4)C3=O)[C@H]3C(=O)N(C)C(=O)[C@@H]23)cc1	-4.8
O=C(CCN1CCN(c2ccccc2)CC1)NNC(=O)Cc1c(F)cccc1Cl	1.1
CCCN(CCC)Cc1cc(=O)oc2cc(C)cc(C)c12	-5.7
COc1ccc(NC(=O)N(C)C[C@@H]2OCc3cnnn3CCCC(=O)N([C@@H](C)CO)C[C@H]2C)cc1	-8.3
CCc1ccccc1OCC(=O)Nc1cccc(S(=O)(=O)N2CCCC2)c1	-1.9
CC1(C(=O)Nc2cnc3ccccc3c2)CCN1Cc1ccccc1Cl (stereo not drawn)	-6.6
C=CCNC(=O)c1cc2cc(Cl)ccc2nc1N	-4.0
COc1ccc(S(=O)(=O)NCc2cccnc2)c(Cl)c1Cl	-5.5
Cc1ccc(S(=O)(=O)N2C[C@H]3[C@H]4C(=O)N(c5ccccc5)C(=O)[C@H]4CC(=O)[C@H]3[C@@H]2c2ccc(Cl)cc2)cc1	1.0
S=c1[nH]cc(Oc2ccc(Cl)cc2Cl)c(=S)[nH]1	0.3

Only part of the results is shown (hit frequency here may not be typical).
